Screening data as filed in PubChem.
MrgX1 ag – agonists of human MrgX1 receptor | 0.44% of 310,000 active | MrgX1-HEK293 cells, Fluo-4 calcium fluorescence, agonist mode; active compounds read high | Q96LB2 | B-score at 10 µM;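 active = calcium response B-score plate-corrected fluorescence ratio at least 3 library SD, with starting fluorescence B-score inside 5 SD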
Target sequence (Q96LB2 whole entry, looked up): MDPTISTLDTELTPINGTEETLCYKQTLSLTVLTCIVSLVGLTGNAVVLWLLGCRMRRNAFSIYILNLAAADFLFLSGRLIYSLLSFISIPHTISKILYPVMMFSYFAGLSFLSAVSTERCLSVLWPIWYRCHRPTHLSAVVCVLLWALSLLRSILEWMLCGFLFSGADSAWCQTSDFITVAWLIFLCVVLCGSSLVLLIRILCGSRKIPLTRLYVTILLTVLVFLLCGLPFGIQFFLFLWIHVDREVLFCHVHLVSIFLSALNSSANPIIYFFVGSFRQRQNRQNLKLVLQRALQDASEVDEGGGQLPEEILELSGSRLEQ
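Material: HEK293 cells stably expressing human MrgX1 receptor | Quantity: 15,000 cells per well | Times: Cells plated overnight, dye loaded 0.5 h 37 °C, 0.5 h room temperature | Measured by: Kinetic Fluo-4 NW fluorescence of intracellular calcium | Control set: Positive and negative controls per plate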
RGS4 inh – inhibitors of human RGS4; P49798; HEK293 M3R/RGS4 inducible, Fluo-4 calcium flux; active compounds read high; triggered by carbachol at its EC20; B-score at 10 µM; 0.45% of 310,000 active; AID 463165;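 active = B-score, a plate-corrected calcium signal, over three deviations above library mean, with baseline fluorescence within five deviations of library mean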;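 note: RGS4 expression induced by doxycycline in cells with stable M3 receptor; B-score is computed from the integrated fluorescence ratio over baseline after carbachol; higher B-score means a larger calcium signal and so more RGS4 inhibition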
Target sequence (P49798 whole entry, looked up): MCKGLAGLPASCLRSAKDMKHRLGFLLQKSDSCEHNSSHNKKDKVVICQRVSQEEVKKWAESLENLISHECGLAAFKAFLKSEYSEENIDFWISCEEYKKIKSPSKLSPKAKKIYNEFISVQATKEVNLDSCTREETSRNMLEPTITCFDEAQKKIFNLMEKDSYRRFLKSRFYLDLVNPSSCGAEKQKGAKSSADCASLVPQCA
TMEM16A act – activates or potentiates the mouse TMEM16A chloride channel; Q8BHY3; HEK293 TMEM16A/YFP-H148Q/I152L, iodide quench fluorescence; active compounds read low; B-score at 10 µM; 0.3% of 340,000 active; AID 623877;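 active = fluorescence-ratio B-score plate-corrected deviation score at least 3 library SD below zero, with starting fluorescence score within 5 deviations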;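 note: channel opened by trigger with iodide after compound preincubation; score built on the fluorescence ratio of max minus min over baseline; more negative score means more quench and so TMEM16A activation or potentiation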
RGS4 act – RGS4 potentiation or activation; AID 463111; B-score at 10 µM; 0.92% of 310,000 active; HEK293 M3R/inducible RGS4, carbachol calcium flux Fluo4; active compounds read low;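 active = B-score of the integrated calcium signal more than 4 SD below the library mean, with starting fluorescence not abnormally high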;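 note: negative B-score means reduced calcium response which marks RGS4 activation or potentiation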
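test system = HEK293 cells with stable M3R and inducible RGS4 | schedule = recording 10 s baseline at 1 Hz, 100 s post-agonist | technique = Fluo4-AM (2 µM) calcium-flux fluorescence, kinetic read | measure = Agonist-evoked peak-minus-minimum fluorescence over baseline, integrated ratio, B score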
TMEM16A inh – blocks the mouse calcium-activated chloride channel TMEM16A | normalized B-score (activity score, 25-100; higher = stronger inhibition) at 10 µM | AID 588511 | 1.2% of 310,000 active | HEK293 TMEM16A/YFP iodide influx fluorescence, ionomycin | Q8BHY3;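 active = ratio plate-corrected score three or more library SD toward inhibition, starting fluorescence score within five deviations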;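 note: score derived from kinetic fluorescence span divided by baseline fluorescence per well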
MrgX1 allo act – allosterically activates human MrgX1 receptor signaling. B-score at 10 µM. 0.63% of 310,000 active. Q96LB2. MrgX1-HEK293, Fluo-4 calcium flux, FDSS; active compounds read high. AID 588675;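 active = plate-corrected calcium response at least 3 library SD above typical, normal starting fluorescence, not activating the receptor alone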;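 note: compound read alongside a low EC10 to EC30 dose of BAM8-22 agonist; peak minus trough fluorescence over baseline measured at the second addition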
HDAC3 inhib – human HDAC3 inhibition; recombinant HDAC3, fluorogenic peptide/trypsin coupled, fluorescence; inhibition, % at 8.3 µM; 0.15% of 320,000 active; AID 2718; in the data active = inhibition above about 26%, passing the limit was not always enough
Target sequence (O15379 whole entry, looked up): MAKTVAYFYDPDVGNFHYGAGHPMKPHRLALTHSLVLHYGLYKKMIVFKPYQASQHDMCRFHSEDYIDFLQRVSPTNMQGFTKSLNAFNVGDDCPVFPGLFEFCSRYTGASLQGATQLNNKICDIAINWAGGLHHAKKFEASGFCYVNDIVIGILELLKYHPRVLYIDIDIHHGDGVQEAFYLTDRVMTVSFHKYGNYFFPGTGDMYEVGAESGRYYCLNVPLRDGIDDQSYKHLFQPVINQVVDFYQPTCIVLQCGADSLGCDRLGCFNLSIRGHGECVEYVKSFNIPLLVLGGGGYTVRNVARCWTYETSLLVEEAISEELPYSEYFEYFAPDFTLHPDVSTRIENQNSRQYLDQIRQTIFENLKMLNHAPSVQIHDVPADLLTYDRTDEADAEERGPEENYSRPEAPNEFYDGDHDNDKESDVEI
MrgX1 antag – human MrgX1 receptor antagonism, primary screen; Q96LB2; MRGX1-HEK293 calcium flux, Fluo-4, BAM8-22 antagonism; active compounds read low; B-score at 10 µM; 1.3% of 310,000 active; AID 588676;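 active = calcium-response B-score plate-corrected more than 3 library SD below zero, starting fluorescence within 5 deviations, no agonist response on first addition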;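 note: peak minus trough fluorescence over baseline after final BAM8-22 challenge near maximal dose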
SKKanGAS inh – blocks kanamycin growth of S. pyogenes SKKanGAS strain. inhibition, % at 7.5 µM. BacTiter-Glo, 6 h. 1.3% of 300,000 active;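 active = mean replicate score, as percent of positive control median, at least 50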;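 note: strain carries kanamycin resistance gene driven by streptokinase promoter and grows in 40 µg/ml kanamycin; loss of luminescence reflects streptokinase promoter inhibition or plain growth inhibition; 0% = median of DMSO wells and 100% = positive control at its reference dose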
TRPC6 activator – mouse TRPC6 channel activation; Q61143; HEK293-TRPC6 membrane potential dye fluorescence; active compounds read high; B-score at 10 µM; 0.13% of 310,000 active; AID 2550;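 active = B-score of the integrated fluorescence ratio above library mean plus 3 SD, and starting fluorescence ratio within library mean plus 5 SD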;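 note: higher score means more depolarization so channel activation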
TRPC6 inhibitor – blocks the mouse TRPC6 cation channel. AID 2553. 1.1% of 310,000 active. HEK293-TRPC6, membrane potential dye, ACh-evoked depolarization; active compounds read low. Q61143. B-score at 10 µM;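 active = B-score under library mean minus 3 SD, initial fluorescence not abnormally high, positive integrated signal ratio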;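 note: B-score derived from integrated fluorescence ratio over the kinetic read; more negative B-score means stronger inhibition of depolarization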
* hit, by the source's call; i = inactive; / = no result given.

SMILES	MrgX1 ag	RGS4 inh	TMEM16A act	RGS4 act	TMEM16A inh	MrgX1 allo act	HDAC3 inhib	MrgX1 antag	SKKanGAS inh	TRPC6 activator	TRPC6 inhibitor
COc1ccc2c(c1)O[C@@H](c1cccc(C(F)(F)F)c1)[C@H](O)C2=O	i	i	i	i	i	i	2.2	i	0.1	i	i
COc1ccc(NC(=O)C2CC(=O)N/C(=N/NC(=O)c3ccc(Cl)cc3)S2)cc1 (centres undefined)	i	i	i	i	i	i	/	i	1.5	i	i
O=C(COC(=O)c1cnccn1)c1ccc(OC(=O)c2ccccc2)cc1	i	i	i	i	i	i	1.4	i	-3.8	i	i
Cc1cc(C)cc(NC(=O)C2CCCN(c3nccc(C)n3)C2)c1 (centres undefined)	i	i	i	i	i	i	1.1	i	-1.0	i	i
CCOC(=O)CNC(=O)c1cccnc1Oc1ccc(Cl)cc1	i	i	i	i	i	i	3.3	i	2.6	i	i
CCn1c(N)c(Br)c(=O)[nH]c1=O	i	i	i	i	i	i	3.3	i	0.5	i	i
O=[N+]([O-])c1ccc(Cl)c(/C=N/N2CCN(Cc3ccccc3Cl)CC2)c1	i	i	i	i	i	i	-1.7	i	-8.3	i	i
O=C(C[n+]1cc(Br)cc(Br)c1)c1ccc(Cl)cc1	i	i	i	i	i	i	8.0	i	-1.7	i	i
COc1ccc(Nc2nc(N3CCCCC3)c3ccccc3n2)cc1	i	i	i	i	100*	i	5.3	i	1.8	i	-7.49*
COc1cccc(NC(=O)CSc2nc3ccccc3nc2N2CCOCC2)c1	i	i	i	i	i	i	-0.5	i	-0.1	i	i
Cc1noc(C)c1COC(=O)c1ccc2c(c1)OCO2	i	i	i	i	i	i	2.1	i	12.2	i	i
CC(=O)c1cnn(-c2nc3c(C)cccc3s2)c1C	i	i	i	i	i	i	2.9	i	-5.5	i	i
Cc1c(C)c(C)c(S(=O)(=O)N2CCSCC2)c(C)c1C	i	i	i	i	i	i	9.3	i	-3.6	i	i
O=C1OC2(CCCCC2)OC(=O)C1=CNc1nc2ccccc2s1	i	i	i	i	i	i	-1.9	i	-5.0	i	i
Cc1ccnn1CC(=O)N/N=C/c1c[nH]c2ccccc12	i	i	i	i	i	i	12.9	i	-1.9	i	i
CC(=O)C1=C(C)NC(SCC(=O)c2cc(Cl)ccc2Cl)=C(C#N)C1c1ccco1 (centres undefined)	i	i	i	i	i	i	1.8	i	38.7	i	i
CCOC(=O)N1C(=O)[C@](c2ccc(Cl)cc2)(C(C)C)N1C(=O)OCC	i	i	i	i	i	i	1.3	i	7.9	i	i
O=C(N/N=C/c1ccccn1)c1cc(-c2cccc3ccccc23)n[nH]1	i	i	i	i	i	i	8.3	i	4.2	i	i
NS(=O)(=O)c1ccc(NC(=S)NCCc2ccccc2)cc1	i	i	i	i	i	i	6.1	i	2.5	i	i
CC(C)(C)c1ccc(S(=O)(=O)Nc2noc3ccccc23)cc1	i	i	i	i	i	i	3.4	i	12.3	i	i
O=C(NCc1ccc2c(c1)OCO2)c1ccc(COc2cccc(Cl)c2)o1	i	i	i	i	i	i	4.2	i	31.2	i	i
O=C(CSCc1ccc([N+](=O)[O-])cc1)N/N=C/c1cccnc1	i	i	i	i	i	i	-2.3	i	-4.6	i	i
Cc1nc2ccc(S(=O)(=O)N(C)CC(=O)NC(C)c3ccccc3)cc2s1 (centres undefined)	i	i	i	i	i	i	-4.4	i	-15.0	i	i
Cc1ccc(-c2nc(CS(=O)CC(=O)NCc3ccco3)c(C)o2)cc1 (centres undefined)	i	i	i	i	i	i	-1.3	i	-5.3	i	i
Cc1ccccc1CN(c1ccc(C(N)=O)cc1)S(C)(=O)=O	i	i	i	i	i	i	22.7	i	-2.5	i	i
CSC(SC)=C(C(C)=O)C(=O)c1ccc(C)cc1	i	i	i	i	i	i	3.8	i	-2.8	i	i
NS(=O)(=O)c1ccc(CCNC(=O)C2CCCN(S(=O)(=O)c3cccnc3)C2)cc1 (centres undefined)	i	/	i	/	i	i	2.0	i	/	/	/
COC(=O)CNC(=O)COC(=O)c1cc(Cl)cc(Cl)c1N	i	i	i	i	i	i	-46.8	i	-3.6	i	i
CC1Oc2ccccc2N(CC(=O)N2CCCC2)C1=O (centres undefined)	i	i	i	i	i	i	-9.5	i	-13.4	i	i
Nc1cc(N)nc(SCc2nnnn2-c2ccc(Cl)cc2)n1	i	i	i	i	i	i	2.6	i	0.2	i	i
O=C(NCc1cccnc1)C(=O)NCC1OCCCN1S(=O)(=O)c1ccc(F)cc1 (centres undefined)	i	i	i	i	i	i	-1.5	i	-0.1	i	i
CC(C)c1ccc(OCC(=O)Nc2c3c(nn2C(C)(C)C)CS(=O)(=O)C3)cc1	i	i	i	i	i	i	3.7	i	-18.6	i	i
CCOc1cc(NS(=O)(=O)c2ccc(OC)cc2)c(OCC)cc1NC(C)=O	i	i	i	i	i	i	2.5	i	-1.0	i	i
CCn1cc(C(=S)N2CCC(C(N)=O)CC2)c2ccccc21	i	i	i	i	i	i	-1.1	i	8.3	i	i
Cc1cccc(NC(=O)NCCN2CCN(c3ccccc3)CC2)c1C	i	i	i	i	i	i	6.4	i	3.1	i	i
C1CCN(c2nc3nonc3nc2N2CCCCC2)CC1	i	i	i	i	i	i	5.0	i	/	i	i
CCn1c(=NC(=O)C2COc3ccccc3O2)sc2c(OC)ccc(OC)c21 (centres undefined)	i	i	i	i	i	i	-3.4	i	5.2	i	i
CCN=C1SC(C(N)=O)CC(=O)N1CC (centres undefined)	i	i	i	i	i	i	-5.5	i	4.1	i	i
O=C1c2oc3ccc(Cl)cc3c(=O)c2C(c2ccco2)N1CCN1CCOCC1 (centres undefined)	i	i	i	i	i	i	0.5	i	3.3	i	i
O=C(COC(=O)CCc1nc2ccccc2c(=O)[nH]1)NC1CCS(=O)(=O)C1 (centres undefined)	i	i	i	i	i	i	-3.3	i	-7.8	i	i
Brc1cc2c(cc1-c1nc3ccccc3s1)OCO2	i	i	i	i	i	i	-3.3	i	-0.9	i	i
CN(CC(=O)Nc1ccccc1C(F)(F)F)C(=O)C1=COCCO1	i	i	i	i	i	i	-2.6	i	-14.8	i	i
O=C(NC1CC1)C1CCN(C2CCN(C(=O)Cc3ccc(F)cc3)CC2)CC1	i	i	i	i	i	i	-8.8	i	-6.8	i	i
COc1cc(SC)ccc1C(=O)OCC(=O)N1CCCC1	i	i	i	i	i	11.3*	4.8	i	5.7	i	i
O=C(c1ccc(Cl)c(S(=O)(=O)N2CCCC2)c1)N1CCN(c2ncccn2)CC1	i	i	i	i	i	i	-15.0	i	-6.1	i	i
O=C(CSCSCC(=O)NCC1CCCO1)NCC1CCCO1 (centres undefined)	i	i	i	i	i	i	-2.6	i	-5.1	i	i
CC(C)(O)C#Cc1ccc(CN2CCN(C3CCCCC3)C(CCO)C2)s1 (centres undefined)	i	i	i	-7.79*	i	i	-9.4	i	-6.2	i	-7.39*
O=S1(=O)C=CC(c2ccccc2)C1 (centres undefined)	i	i	i	i	i	i	-1.2	i	1.8	i	i
CCN1C(=O)N[C@@H](c2ccccc2)[C@@H](C(=O)OC)[C@H]1C	i	i	i	i	i	i	-0.2	i	9.1	i	i
O=C(c1cccs1)N1CCN=C1SCc1cccc(F)c1	i	i	i	i	i	i	7.7	i	1.7	i	i
CCCCN(C(=O)c1ccc([N+](=O)[O-])s1)c1c(N)n(CC(C)C)c(=O)[nH]c1=O	i	i	i	i	i	i	1.0	i	-8.0	i	i
CCOC(=O)c1c(CSc2ccccc2)oc2ccc(O)cc12	i	i	i	i	i	i	1.9	i	12.2	i	i
C=CCn1c(COc2ccccc2F)nnc1SCC(=O)Nc1cc2oc3ccccc3c2cc1OC	i	i	i	i	i	i	-0.4	i	28.4	i	i
COc1cc(NC(=O)CSc2nc3ccccc3cc2C)c(C(=O)O)cc1OC	i	i	i	i	i	i	4.4	i	12.0	i	i
O=C(COc1ccccc1F)N/N=C1\CCCc2ccccc21	i	i	i	i	i	i	4.3	i	-3.1	i	i
CCN(CC)c1ccc(N=Cc2cc(Br)ccc2O)cc1	i	i	i	i	i	i	-7.5	i	15.8	i	i
Cn1c(CCC(=O)OCC(=O)NCC(F)(F)F)nc(=O)c2ccccc21	i	i	i	i	i	i	2.4	-5.59*	1.9	i	i
COc1cc(SC)ccc1C(=O)N1CCN(c2ccc(O)cc2)CC1	i	i	i	i	i	i	6.5	i	-3.0	i	i
CC(CN1C(C)CCCC1C)OC(=O)c1ccc(F)cc1 (centres undefined)	i	i	i	i	i	i	1.9	i	0.6	i	i
COc1ccc(C(=O)N2CCCC(Nc3ccc(C)c(C)c3)C2)cc1 (centres undefined)	i	i	i	i	i	i	0.4	i	2.0	i	i
(list continues)
SMILES	MrgX1 ag	RGS4 inh	TMEM16A act	RGS4 act	TMEM16A inh	MrgX1 allo act	HDAC3 inhib	MrgX1 antag	SKKanGAS inh	TRPC6 activator	TRPC6 inhibitor
O=S(=O)(c1ccc(Cl)cc1)N1CCSC1c1ccco1 (centres undefined)	i	i	i	i	i	i	-2.1	i	/	i	i
C=CCn1cc(C(=O)NCCN(CC)CC)c(=O)c2cc(S(=O)(=O)N3CCCCCC3)ccc21	i	i	i	i	i	i	-5.1	i	4.5	i	i
O=C(CSc1nc2ccccc2c(=O)n1-c1ccc(F)cc1F)Nc1ccc(N2CCOCC2)cc1	i	i	i	i	i	i	5.7	i	4.5	i	i
CCOC(=O)c1c(NC(=O)C2=COCCO2)sc2c1CCN(C(=O)OC)C2	i	i	i	i	i	i	1.4	i	1.8	i	i
CC(=O)N(C)c1ccc(NS(=O)(=O)c2cc(Cl)ccc2Cl)cc1	i	i	i	i	i	i	1.5	i	-2.9	i	i
C/C(N)=C(/C#N)C(=O)CSc1nnnn1-c1ccccc1	i	/	i	/	i	i	1.3	i	5.1	/	/
Cc1ccc(OCC(=O)Nc2ccncc2)cc1	i	i	i	i	i	i	-10.2	i	-6.5	i	i
CCOc1ccc(S(=O)(=O)N2CCC(C(=O)OC(C)C(=O)N(C)C3CCCCC3)CC2)cc1 (centres undefined)	i	i	i	i	i	i	1.5	i	-0.3	i	i
CN(C)CCOC(=O)CCCCCCCCC(=O)OCCN(C)C	i	i	i	i	i	i	-4.8	i	-5.0	i	i
O=C(Nc1ccc(F)cc1F)c1cc(-c2ccco2)nc2ccccc12	i	i	i	i	i	i	4.4	i	10.0	i	i
